# MsrA inhibitor – bovine MsrA enzyme inhibitors, primary screen, biochemical, absorbance, HTS; Methionine sulfoxide reductase A (Bos taurus); purified bovine MsrA, absorbance read-out; inhibition, % at 15.5 µM; actives 0.75% (n = 360,000); AID 651718, 2012; in the data active means inhibition above about 4.5%;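 further: 0% = vehicle wells with enzyme and 100% = reference inhibitor wells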
# FAS TE block – FAS thioesterase domain inhibitors, primary screen, biochemical, fluorescence intensity, uHTS; actives 0.67% (n = 360,000); Fatty acid synthase (Homo sapiens), P49327; inhibition, % at 15 µM; recombinant FAS-TE, OMFH fluorogenic substrate, fluorescence endpoint;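 active means compounds whose normalised, plate-corrected inhibition of enzyme fluorescence in the single-dose primary screen is 50% or more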;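 further: 0% = DMSO with enzyme and 100% = substrate without enzyme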
# Tb MetRS inh – T. brucei MetRS inhibitors, primary screen, biochemical, luminescence; methionyl-tRNA synthetase (Trypanosoma brucei brucei); purified T. brucei MetRS, ATP depletion, Kinase-Glo luminescence; inhibition, % at 11.9 µM; actives 0.4% (n = 360,000);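 active means inhibition above a per-plate cutoff of the control wells' mean inhibition plus 3 SD, cut at about 5.5% in these data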;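 further: 0% = DMSO wells median and 100% = median of wells with control inhibitor compound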
#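 Material – parasite MetRS enzyme · Medium – HEPES-MgCl2-KCl buffer plus DTT, spermine, BSA, pyrophosphatase · Reagent – ATP, methionine and E. coli bulk tRNA substrates · Times – 15 min enzyme-compound preincubation, 2 h reaction, 10 min detection, 25 °C · Measured by – luminescence of leftover ATP · Evaluation – percent inhibition relative to median high and low control wells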
# eLon inh – inhibitors of E. coli Lon protease, primary screen, biochemical, fluorescence polarization | P0A9M0 | purified E. coli Lon protease | inhibition, % at 7.94 µM | actives 0.42% (n = 360,000) | AID 602123, 2011; in the data active means inhibition above about 13%, passing the limit was not always enough;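 further: 0% = enzyme with probe and DMSO and 100% = no enzyme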
# Target sequence (P0A9M0 whole entry, looked up): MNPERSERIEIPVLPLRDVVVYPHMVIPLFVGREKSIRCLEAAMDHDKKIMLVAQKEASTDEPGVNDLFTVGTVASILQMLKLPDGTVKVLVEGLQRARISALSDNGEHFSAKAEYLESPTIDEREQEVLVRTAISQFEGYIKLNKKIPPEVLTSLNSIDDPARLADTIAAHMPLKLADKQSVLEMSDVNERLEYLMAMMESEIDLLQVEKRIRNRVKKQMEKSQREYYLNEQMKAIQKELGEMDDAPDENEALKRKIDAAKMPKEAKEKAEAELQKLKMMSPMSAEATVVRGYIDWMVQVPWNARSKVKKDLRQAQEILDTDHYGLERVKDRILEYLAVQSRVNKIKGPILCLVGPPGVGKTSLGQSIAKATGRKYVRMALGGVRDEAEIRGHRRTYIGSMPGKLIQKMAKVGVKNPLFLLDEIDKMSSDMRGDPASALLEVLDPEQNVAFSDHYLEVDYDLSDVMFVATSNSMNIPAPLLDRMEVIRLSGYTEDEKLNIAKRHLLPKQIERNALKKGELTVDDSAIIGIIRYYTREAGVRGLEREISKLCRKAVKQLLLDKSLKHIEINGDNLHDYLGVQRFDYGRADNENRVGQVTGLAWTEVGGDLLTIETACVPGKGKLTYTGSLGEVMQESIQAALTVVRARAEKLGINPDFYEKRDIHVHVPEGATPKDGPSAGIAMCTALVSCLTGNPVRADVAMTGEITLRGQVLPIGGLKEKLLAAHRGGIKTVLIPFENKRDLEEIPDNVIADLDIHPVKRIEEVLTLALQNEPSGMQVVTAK
# MT1-MMP act inh – blockers of MT1-MMP proenzyme processing, primary screen, HT1080 RFP-PRO-GFP cells, GFP/RFP fluorescence; Matrix metalloproteinase-14 (Homo sapiens), P50281; GFP/RFP ratio fluorescence, overnight; percent of plate control window, DMSO zero; GFP/RFP ratio change, % at 20 µM; actives 0.061% (n = 360,000);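 active means GFP/RFP ratio change of at least 30% with cell ATP level not reduced by more than half and red fluorescence within 50% of control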; further: strong numbers were not always called active
#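 Assay system: HT1080 RFP-PRO-GFP cells | Dosing: 20 µM single dose, 1% DMSO | Incubation: Cells overnight before dosing, compound overnight, 37 °C, 5% CO2 | Evaluation: GFP/RFP fluorescence ratio | Control set: DMSO-only wells and HT1080 RFP-L50D-GFP cell wells as references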
# SKN-1 inh – suppressors of acrylamide-induced Pgst-4::GFP reporter in worms, primary screen, SKN-1 inhibitor project, whole organism, uHTS, GFP/RFP fluorescence ratio, strain VP596; C. elegans VP596 Pgst-4::GFP/RFP ratio, 24 h; inhibition, % at 21.8 µM; AID 624304, 2012; actives 0.49% (n = 360,000);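 active means interference check ratio from 0.5 to 1.5 plus GFP to RFP signal ratio inhibition reaching or exceeding a fixed threshold, cut at about 30% in these data, passing the limit was not always enough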; further: some compounds called inactive have numbers as strong as hits
# MsrA act – bovine MsrA enzyme activators, primary screen, biochemical, absorbance, HTS; actives 0.3% (n = 360,000); activation, % at 10.6 µM; purified bovine MsrA, absorbance read-out; AID 602163, 2012; in the data active means activation above about 7.5%;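 further: 0% = vehicle and 100% = reference activator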
# NRP1-CendR mod – modulators of CendR peptide binding to NRP-1, primary screen, biochemical, fluorescence polarization, uHTS; inhibition, % at 25 µM; actives 0.85% (n = 360,000); AID 602438, 2012; FAM-RPARPAR peptide binding to NRP-1; Neuropilin-1 (Homo sapiens), O14786;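 active means inhibition or corrected inhibition above about 18%, plus a signal ratio from 0.5 to 1.5, limit read from the data, passing the limit was not always enough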; further: strong numbers were not always called active
# MLLE-PAM2 inh – inhibitors of PABP1 MLLE–PAM2 peptide binding, primary screen, biochemical, fluorescence polarization, FITC-PAM2, GST-MLLE; Polyadenylate-binding protein 1 (Homo sapiens), P11940; inhibition, % at 20 µM; actives 0.36% (n = 360,000); AID 588489, 2011; in the data active means inhibition above about 35%, passing the limit was not always enough;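 further: plate controls were DMSO wells with GST-MLLE for no effect and wells lacking GST-MLLE protein for full effect; some results filed as inactive read as strong as hits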
# Numbers without * were called inactive; / = not tested or not shown.
1) COc1ccc(CCNCC(=O)Nc2ccc(C(=O)N3CCCCC3)cc2)cc1
2) Cc1[nH][nH]c(=O)c1C=NCc1ccc(Cl)cc1
3) S=C(Nc1ccccc1)Nc1ccc(OCc2ccccc2)cc1
4) Cc1nc(N2CCN(Cc3ccc4c(c3)OCO4)CC2)[nH]c(=O)c1C
5) c1ccc2c(-c3nnc4n3CCCCC4)c[nH]c2c1
6) CCN(Cc1ccncc1)C(=O)CC1C(=O)NCCN1Cc1ccc(F)c(F)c1 (stereo not drawn)
7) O=C(N/N=C/c1ccc(N2CCOCC2)cc1)C1CC1
8) COc1ccc(Cl)cc1NC(=S)N(Cc1ccccc1C)CC1CCC(C(=O)O)CC1 (stereo not drawn)
9) COc1ccccc1NCCC(=O)OCC(=O)NC1CC1
10) Cc1ccc(C2NC(=O)c3c(sc4c3CCN(C)C4)N2)s1 (stereo not drawn)

entry no.	1	2	3	4	5	6	7	8	9	10
MsrA inhibitor	-0.1	2.7	0.6	0.0	-2.0	0.1	2.6	1.0	0.9	1.4
FAS TE block	-2	-9	-6	-4	-2	-1	-9	3	-6	-19
Tb MetRS inh	-0.8	-0.9	-0.1	-0.9	1.2	-0.7	0.0	-1.6	0.7	-1.2
eLon inh	10	0	4	-4	3	6	-6	4	2	-123
MT1-MMP act inh	-1	4	3	1	0	-11	2	-2	0	-104
SKN-1 inh	5	-1	-1	17	0	-2	2	-2	-9	26
MsrA act	-2	-1	0	-3	0	-2	0	-13	-1	-4
NRP1-CendR mod	2	8	-3	-7	-2	0	-3	16	16	-90
MLLE-PAM2 inh	11	2	17	14	-6	11	-7	-13	-5	-34

# Random excerpt: 3 compounds from above, in no set order.
4) Cc1nc(N2CCN(Cc3ccc4c(c3)OCO4)CC2)[nH]c(=O)c1C
5) c1ccc2c(-c3nnc4n3CCCCC4)c[nH]c2c1
8) COc1ccc(Cl)cc1NC(=S)N(Cc1ccccc1C)CC1CCC(C(=O)O)CC1 (stereo not drawn)

entry no.	4	5	8
MsrA inhibitor	0.0	-2.0	1.0
FAS TE block	-4	-2	3
Tb MetRS inh	-0.9	1.2	-1.6
eLon inh	-4	3	4
MT1-MMP act inh	1	0	-2
SKN-1 inh	17	0	-2
MsrA act	-3	0	-13
NRP1-CendR mod	-7	-2	16
MLLE-PAM2 inh	14	-6	-13

# More compounds.
11) O=C(OCC1CC(c2ccccc2)=NO1)c1ccc(Cl)cc1 (stereo not drawn)
12) CCOC(=O)[C@@H]1[C@H]2COc3ccccc3[C@@H]2N2C(=O)N(c3cccc(Cl)c3)C(=O)[C@]12C
13) COc1ccc(CNC(=O)[C@H](C)NC(=O)C2CC(=O)N(c3ccc4c(c3)OCO4)C2)cc1 (stereo partly drawn)
14) COC(C[C@H]1O[C@H]1[C@H](O)[C@@H](C)OCc1ccccc1)OC
15) CCOC(=O)CN1C(=O)S/C(=C\c2ccc(-c3cccc(C(=O)O)c3C)o2)C1=O
16) O=C(CN(CC1CCCO1)S(=O)(=O)c1ccc(S(=O)(=O)NC2CC2)cc1)Nc1ccccc1 (stereo not drawn)
17) CC1CCN(C(=O)CCNC(=O)Cn2cnc3sc4c(c3c2=O)CCCC4)CC1
18) O=C(CCSc1ccc(Cl)cc1)Nc1cccnc1
19) C/C(=N\Nc1cc(C)nc(-c2ccccc2)n1)c1cccc([N+](=O)[O-])c1
20) Cc1ccc(-c2cc(-c3ccc(C)cc3O)[nH]n2)cc1

entry no.	11	12	13	14	15	16	17	18	19	20
MsrA inhibitor	0.5	-0.6	1.4	-1.2	0.1	-0.1	1.7	0.9	0.8	1.6
FAS TE block	-6	34	-5	-8	0	0	3	-2	19	17
Tb MetRS inh	-1.1	-0.3	-0.3	-0.1	0.0	-1.2	-0.8	0.0	-0.9	0.0
eLon inh	-3	21	-4	7	1	-6	-2	3	0	-9
MT1-MMP act inh	6	-5	-5	1	-1	-3	2	1	-1	-2
SKN-1 inh	1	-6	1	7	12	-8	-9	6	23	22
MsrA act	-6	-7	-8	-1	-2	-5	-12	-7	-7	-1
NRP1-CendR mod	-9	28*	1	10	-6	-2	13	-5	-11	-8
MLLE-PAM2 inh	-4	8	4	5	-12	-2	3	16	-11	-8

# With a hit mark in NRP1-CendR mod, among the entries above:
cpd	structure	MsrA inhibitor	Tb MetRS inh	eLon inh	MT1-MMP act inh	SKN-1 inh	MsrA act	NRP1-CendR mod	MLLE-PAM2 inh
12	CCOC(=O)[C@@H]1[C@H]2COc3ccccc3[C@@H]2N2C(=O)N(c3cccc(Cl)c3)C(=O)[C@]12C	-0.6	-0.3	21	-5	-6	-7	28*	8

# (cont.)
21) Oc1ccc(/C=N/NC(=S)N/N=C/c2ccc(O)cc2)cc1
22) O=C(CS(=O)(=O)Cc1ccccc1)Nc1ccc(Br)cc1F
23) COc1ccc2[nH]cc(C(=O)CCl)c2c1
24) CN(C)c1ccc(/C=C/c2c([N+](=O)[O-])c(=O)n(C)c(=O)n2C)cc1
25) Cc1nc2sc(-c3ccccc3)cc2c(=O)n1N
26) COc1ccc(-c2nnc(SCC(=O)N3CCN(c4ccccc4)CC3)o2)cc1OC
27) COc1cc(C(=O)N[C@@H](Cc2c[nH]c3ccccc23)C(=O)O)cc(OC)c1OC
28) CC(C)(C)C1CCC(OC(=O)C[N+]2(C)CCCC2)CC1 (stereo not drawn)
29) Nc1cc(=O)[nH]c(SCC(=O)Nc2cccc(Cl)c2Cl)n1
30) CCOC(=O)C1=CCC(c2ccc(N(CC)CC)cc2)N(S(=O)(=O)c2ccc(C)cc2)C1c1ccc([N+](=O)[O-])cc1 (stereo not drawn)

entry no.	21	22	23	24	25	26	27	28	29	30
MsrA inhibitor	6.4*	-0.7	-0.4	1.2	2.0	0.3	-0.5	-0.7	1.8	-0.7
FAS TE block	-2	1	-5	-2	-3	-9	-5	-6	-6	/
Tb MetRS inh	0.1	-0.1	0.2	1.3	-1.8	1.9	0.1	0.1	-0.4	-0.3
eLon inh	11	1	3	1	-7	3	-1	8	-4	/
MT1-MMP act inh	-7	-2	-16	5	15	11	0	-4	2	-4
SKN-1 inh	-5	-5	2	4	17	0	4	2	6	-12
MsrA act	4	-4	-3	-6	-11	-11	1	-3	-4	/
NRP1-CendR mod	-13	5	-10	-7	0	-15	12	0	10	10
MLLE-PAM2 inh	33	3	-9	-5	1	-3	-2	-152	24	/

31) Cn1cc(Br)c(C(=O)N2CCN(c3cccc(Cl)c3)CC2)n1
32) CCc1ccc(C(=O)NC(=S)Nc2ccccc2N2CCOCC2)cc1
33) O=C(N/N=C/c1ccc(-c2cccc([N+](=O)[O-])c2)o1)[C@H]1C[C@@H]1c1ccccc1
34) CCCc1ccc2oc(C(=O)N(C)CCn3ccnc3C)c(C)c2c1
35) CC1CCCC(C)N1C(=O)COC(=O)CNC(=O)C12CC3CC(CC(C3)C1)C2 (stereo not drawn)
36) COC(=O)c1ccccc1NC(=O)c1ccc(Cn2cc(Cl)cn2)o1
37) O=C(O)c1cccc(Nc2nc3ccccc3nc2NS(=O)(=O)c2ccc(F)cc2)c1
38) CC(=O)Nc1ccc(NC(=O)CSc2nnc3c4ccccc4n(C)c3n2)cc1
39) COc1ccc(C(=O)n2cc(C(=O)c3cc(C)ccc3O)cn2)cc1OC
40) CCC(=O)[C@@H](C)[C@@H](OC(C)=O)[C@H](C)C[C@@H](C)[C@H]1OC(=O)C[C@@]2(O)CC=C(C)C(O2)C(C)=CCCC[C@H](O[C@H]2C[C@@H](OC(N)=O)[C@H](OC(C)=O)[C@@H](C)O2)C=C[C@H](C)C[C@H]1C

entry no.	31	32	33	34	35	36	37	38	39	40
MsrA inhibitor	0.4	/	0.9	0.4	-0.2	1.4	3.5	2.5	1.5	-2.0
FAS TE block	-3	32	30	0	-6	7	-4	-1	10	2
Tb MetRS inh	-1.3	0.0	-0.3	-1.9	0.2	0.2	-0.4	-0.6	-0.5	-0.6
eLon inh	-1	4	-9	-4	11	2	-17	-6	8	-3
MT1-MMP act inh	1	-1	4	0	0	-6	2	3	-19	-5
SKN-1 inh	-14	11	12	30	8	-6	-6	-10	-4	3
MsrA act	-2	-5	-3	-2	-3	-4	-9	-8	-3	-3
NRP1-CendR mod	-9	6	6	10	0	-5	-12	3	5	-14
MLLE-PAM2 inh	7	11	12	1	-8	7	-2	15	11	/

41) COc1ccc(CCNC(=O)c2ccc3nc(-c4ccco4)c(-c4ccco4)nc3c2)cc1OC
42) O=C(CC1C(=O)NCCN1Cc1ccc(F)cc1)NCCOc1cccnc1 (stereo not drawn)
43) Cc1ccc2c(c1)Cc1nc3ccccc3nc1-2
44) Cc1cc2nnc(SCC(=O)NCC(c3ccccc3)N(C)C)n2c2ccccc12 (stereo not drawn)
45) COc1cc2c(cc1OC)C(C)N(C(=O)C(NC(=O)c1ccccc1)C(C)C)CC2 (stereo not drawn)
46) Cc1cc(C(=O)NC(=S)Nc2cccc(C(=O)O)c2C)ccc1[N+](=O)[O-]
47) Cc1ccc(NC(=O)c2ccc(CSc3nccc(C)n3)cc2)cc1
48) CCN(CC)S(=O)(=O)c1ccc(NC(=O)COC(=O)CNS(=O)(=O)/C=C/c2ccccc2)cc1
49) COc1ccc(C(=O)NCCCCc2ccccc2)cc1
50) CC(=O)OCCNc1cc(N2CCN(C)CC2)c2noc3c2c1C(=O)c1ccccc1-3
51) CC(C)(OC1OC(CO)C(O)C(O)C1O)[C@H]1Oc2ccc3ccc(=O)oc3c2[C@H]1O (stereo partly drawn)
52) c1ccc2c(c1)c1ccccc1n2CN1CCOCC1

entry no.	41	42	43	44	45	46	47	48	49	50	51	52
MsrA inhibitor	/	-0.4	3.3	-1.0	-0.6	1.6	-0.1	0.1	0.0	-0.1	2.0	1.1
FAS TE block	3	-11	2	-1	-1	-5	15	-2	4	-5	-8	-1
Tb MetRS inh	-0.6	-0.5	-0.2	0.3	-0.7	0.1	-0.3	-0.3	0.0	-0.2	-0.2	-0.2
eLon inh	-4	9	4	-4	11	4	3	-4	-15	-3	0	-1
MT1-MMP act inh	2	-4	1	3	3	0	-1	3	-1	9	1	-3
SKN-1 inh	-10	16	7	3	2	1	-5	15	-12	22	12	26
MsrA act	-5	-2	0	-1	-8	0	5	-4	-2	-8	-5	-2
NRP1-CendR mod	-24	0	3	11	-8	-3	13	-6	8	14	3	5
MLLE-PAM2 inh	38*	14	8	-15	2	19	-3	-2	1	31	7	-5
